Screening results: PubChem BioAssay, Broad Institute
ERp5 block: inhibitors of human ERp5; Q15084; ERp5 insulin aggregation, absorbance 650 nm, 90 min; inhibition, % at 9.99 µM; hit rate 0.05% among 350,000; AID 651711;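 active = mean replicate inhibition above about 25%, with every replicate also reaching it, limit read from the data, passing the limit was not always enough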
S100A4 inh HTS: blocks human S100A4 binding to myosin IIA peptide. P26447. S100A4/TAMRA-MyoIIA peptide fluorescence polarization. inhibition, % at 10.7 µM. hit rate 0.14% among 360,000;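 active = mean inhibition of at least 70% across replicates, with every replicate also reaching that level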
Target sequence (P26447 whole entry, looked up): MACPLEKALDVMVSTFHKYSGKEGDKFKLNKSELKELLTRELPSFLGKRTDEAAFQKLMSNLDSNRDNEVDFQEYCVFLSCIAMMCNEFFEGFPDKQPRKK
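assay system = human S100A4 monomer with TAMRA-labelled myosin IIA peptide | also added = labelled myosin peptide probe, 5 nM | incubation = 5 min between mix addition and reading | control set = DMSO and TFP controls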
RAD52 anneal inh: RAD52 (human) annealing inhibition; inhibition, % at 18.7 µM; recombinant RAD52 DNA annealing, FRET fluorescence; P43351; hit rate 0.46% among 360,000; AID 651710;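 active = every replicate showing at least 50% inhibition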
XiGFP reactiv: activators of X-chromosome reactivation in mouse fibroblasts. XiGFP mouse fibroblasts, % GFP-positive cells imaging, 3 d; cells co-treated with 5-aza-dC sensitizer; scaled so ellipticine positive control = 100%. activation, % at 7.58 µM. AID 743238. hit rate 0.055% among 360,000;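 active = mean normalized replicate activation at least 10% and every replicate at or above 10%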;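 also: 0% = median of on-plate neutral control wells and 100% = ellipticine 6 µM median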
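System: XiGFP fibroblasts, SV40-immortalized. Medium: DMEM plus 5-aza-dC sensitizer. Doses: single point. Timing: 3 d treatment, 15 min room-temperature fixation. Control set: ellipticine 6 µM.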
ERAP1 HTS inh: ERAP1 (human) enzyme inhibition; Q9NZ08; recombinant ERAP1, Leu-AMC fluorescence, 60 min; inhibition, % at 10.7 µM; hit rate 0.15% among 340,000;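 active = mean replicate inhibition of at least 30%, or all replicates individually reaching that 30% level; inactive = mean below 30% and not every replicate reaching it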;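 also: 0% = neutral control wells and 100% = L-leucinethiol positive control wells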
RAD54 branch: RAD54 (human) branch migration inhibition | inhibition, % at 10.4 µM | Q92698 | hit rate 0.14% among 360,000 | RAD54 Holliday junction branch migration, FAM/BHQ fluorescence;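 active = mean normalized replicate activity at least 40 and at least half of replicates scoring 40 or more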;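 also: 0% = median of neutral control wells and 100% = median of positive control wells; inhibitors cause a drop in the FAM fluorescence signal; in these data hits start at about 50%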
E-selectin induc: induces E-selectin expression in human endothelial cells | P16581 | HUVEC E-selectin immunofluorescence imaging; normalized: neutral wells 0, TNF-alpha wells 100 | activation, % at 7.58 µM | hit rate 0.37% among 260,000 | AID 686992;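 active = mean E-selectin-positive cell signal at least 10% of the positive control, reached in at least 60% of replicates, without over 20% cell loss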;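 also: in these data hits start at about 27%; measured in HUVEC primary endothelial cells; signal is the percent of cells scored E-selectin positive by PE staining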
Target sequence (P16581 whole entry, looked up): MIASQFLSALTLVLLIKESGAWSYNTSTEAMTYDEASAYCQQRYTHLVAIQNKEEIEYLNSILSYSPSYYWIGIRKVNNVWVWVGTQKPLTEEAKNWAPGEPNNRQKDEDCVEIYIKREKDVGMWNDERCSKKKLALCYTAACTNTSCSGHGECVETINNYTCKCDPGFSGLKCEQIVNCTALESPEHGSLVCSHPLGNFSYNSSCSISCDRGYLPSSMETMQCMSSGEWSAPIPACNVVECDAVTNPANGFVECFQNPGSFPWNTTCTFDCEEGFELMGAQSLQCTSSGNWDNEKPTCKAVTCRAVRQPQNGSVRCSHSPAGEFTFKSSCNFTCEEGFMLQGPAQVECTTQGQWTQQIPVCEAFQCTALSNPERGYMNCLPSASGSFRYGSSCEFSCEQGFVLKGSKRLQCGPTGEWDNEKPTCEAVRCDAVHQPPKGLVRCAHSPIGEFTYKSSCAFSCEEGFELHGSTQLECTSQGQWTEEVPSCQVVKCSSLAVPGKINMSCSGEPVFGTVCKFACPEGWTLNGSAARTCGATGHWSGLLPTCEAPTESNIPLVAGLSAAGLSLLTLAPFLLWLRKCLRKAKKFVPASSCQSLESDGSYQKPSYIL
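material = human umbilical vein endothelial cells (HUVEC), E-selectin induction | quantity = 3,000 cells/well | medium = EGM-2 growth medium on 0.1% gelatin-coated wells | technique = immunofluorescence imaging | read-out basis = % PE-positive cells | control set = TNF-alpha positive control, DMSO neutral control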
esBAF inh: blocks esBAF chromatin remodeling in mouse ES cells; Bmi1-luciferase knock-in reporter, 24 h; 100% = twice the neutral-well signal; reporter increase, % at 12.5 µM; hit rate 2% among 350,000; AID 602393; in the data active = activation above about 40%;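 also: 0% = median of the plate's neutral control wells and 100% = double that signal; a rise in the Bmi1 reporter signal indicates esBAF inhibition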
An asterisk follows results filed as active; x = not tested or not shown; & = joins results of further samples; ! = a repeat was not active.

SMILES | ERp5 block | S100A4 inh HTS | RAD52 anneal inh | XiGFP reactiv | ERAP1 HTS inh | RAD54 branch | E-selectin induc | esBAF inh
CCc1cc(=O)oc2cc(OC(C)C(=O)NCC(O)c3ccccc3)c(Cl)cc12 (stereo unspecified) | -10 | 0 | -4 | 0.2 | 3 | 12 | 0.0 | 0
Cc1csc2nc(CNC(=O)CCC(=O)O)cn12 | -6 | -2 | -1 | 0.1 | 4 | 7 | x | -8
C[C@H](CO)N1C[C@H](C)[C@H](CN(C)S(=O)(=O)c2cccs2)OCCCC[C@H](C)Oc2ccc(NC(=O)CCCN(C)C)cc2C1=O | -9 | 1 | 14 | 0.4 | 1 | -5 | -0.2 | -1
C[C@@H]1CN([C@H](C)CO)C(=O)c2cc(NC(=O)NC3CCCCC3)ccc2O[C@@H]1CN(C)S(=O)(=O)c1cn(C)cn1 | -3 | 7 | 1 | 0.2 | -4 | 11 | x | 6
COC(=O)NN1C(=O)C(c2ccccc2)=C(c2ccc(Cl)cc2)C1=O | 3 | 5 | -9 | 0.1 | 2 | x | -0.1 | x
Cc1cc(NS(=O)(=O)c2ccc(NC(=O)c3cc(-c4ccccc4Cl)nc4ccccc34)cc2)no1 | 4 | -1 | -23 | 0.1 | 0 | x | x | x
Cc1ccc(S(=O)(=O)NCc2ccccc2)cc1C(=O)N1CCCCC1 | 0 | 3 | 0 | 0.0 | 1 | 0 | -0.6 | 2
O=C(NCc1ccc(F)cc1)[C@@H]1N[C@@H]2c3ccc(-c4ccccc4)c(=O)n3C[C@@H]2[C@H]1CO | -3 | -18 | 0 | 0.2 | -1 | 6 | 0.1 | 1
O=C(NCc1ccc(F)cc1)c1nc(-c2cccs2)no1 | 3 | -1 | 5 | 0.2 | 10 | -1 | x | -2
CCCNC(=O)N1CC2(CCN(C(=O)c3cnccn3)CC2)c2c([nH]c3cc(OC)ccc23)[C@H]1CO | 2 | 7 | 5 | 0.4 | 0 | x | 0.3 | x
NS(=O)(=O)c1cccc(NC(=O)COc2ncnc3c2cnn3-c2ccccc2)c1 | 0 | 4 | -8 | 0.4 | 4 | x | -1.5 | x
COc1ccc(S(=O)(=O)N2CCOC2CNC(=O)C(=O)NCc2ccc3c(c2)OCO3)cc1OC (stereo unspecified) | -5 | -1 | -5 | 0.0 | -2 | -4 | 1.0 | 4
CO[C@@H]1CN(C)C(=O)c2cc(NC(C)=O)ccc2OC[C@@H](C)N(CCc2ccccc2)C[C@@H]1C | 9 | -3 | -9 | -0.2 | -2 | -9 | 1.3 | -2
C[C@H](CO)N1C[C@H](C)[C@H](CN(C)C(=O)Nc2cccc3ccccc23)Oc2ccc(NC(=O)Cc3ccccc3)cc2C1=O | 8 | 7 | 4 | 0.1 | 5 | -1 | -9.5 | 1
CC(C)C(=O)N1CCCC1(C)C(=O)Nc1ccc(F)cc1 (stereo unspecified) | 3 | -13 | -7 | 0.3 | 4 | 14 | -0.4 | 2
CO[C@H]1CN(C)C(=O)c2ccc(NC(C)=O)cc2OC[C@H](C)N(C(=O)CN2CCOCC2)C[C@H]1C | -12 | 8 | -7 | 0.5 | -1 | 11 | 0.3 | 2
C/C=C/c1ccc([C@H]2[C@@H](CN(C)C(=O)C3CC3)N(C(=O)C3CC3)[C@H]2CO)cc1 | -2 | -3 | 1 | 0.3 | 2 | 4 | -0.1 | -2
COc1cc(CC(=O)OCC(=O)Nc2ccc([N+](=O)[O-])cc2)cc(OC)c1OC | 1 | 3 | -1 | 0.1 | 3 | x | 1.3 | -4
COc1ccc(C(C)=O)cc1CSc1nnc(SCc2cc(C(C)=O)ccc2OC)s1 | 4 | 3 | -1 | 0.1 | -5 | x | x | x
NS(=O)(=O)c1ccc(CCNC(c2ccccc2)c2ccccc2)cc1 | 1 | -7 | -65 | 0.1 | -4 | -1 | 0.4 | 3
O=C(NCc1ccc(F)cc1)[C@@H]1[C@@H](CO)[C@@H]2Cn3c(cccc3=O)[C@H]1N2Cc1cccnc1 | x | -9 | 12 | 0.2 | -1 | -4 | 0.1 | -1
CC1(C)C2CCC1(C)C(NCC(O)COc1ccc(C#N)cc1)C2 (stereo unspecified) | -1 | -7 | 0 | 0.0 | 2 | -1 | -0.1 | -4
CCCNC(=O)N(C)C[C@H]1N[C@@H](CO)[C@@H]1c1ccc(C2=CCCCC2)cc1 | 3 | -3 | 10 | 0.6 | x | 4 | -0.1 | -12
Cc1ccccc1S(=O)(=O)N(C)C[C@@H]1OCc2cnnn2CCCC(=O)N([C@@H](C)CO)C[C@H]1C | 2&1 | 112*! | -11&17 | -0.1&-0.1 | -5&-1 | -7&4 | 0.5 | 2&-2&1
COc1ccccc1NC(=O)CN1C(=O)COc2ccc(S(=O)(=O)N3CCC(C)CC3)cc21 | 0 | -4 | -4 | 0.0 | -2 | x | -0.1 | -2

S100A4 inh HTS: hit marks shown above
Structure	ERp5 block	S100A4 inh HTS	RAD52 anneal inh	ERAP1 HTS inh	esBAF inh
Cc1ccccc1S(=O)(=O)N(C)C[C@@H]1OCc2cnnn2CCCC(=O)N([C@@H](C)CO)C[C@H]1C	2&1	112*!	-11&17	-5&-1	2&-2&1

The main list resumes with the seven entries that preceded the break.
SMILES | ERp5 block | S100A4 inh HTS | RAD52 anneal inh | XiGFP reactiv | ERAP1 HTS inh | RAD54 branch | E-selectin induc | esBAF inh
COc1ccc(C(C)=O)cc1CSc1nnc(SCc2cc(C(C)=O)ccc2OC)s1 | 4 | 3 | -1 | 0.1 | -5 | x | x | x
NS(=O)(=O)c1ccc(CCNC(c2ccccc2)c2ccccc2)cc1 | 1 | -7 | -65 | 0.1 | -4 | -1 | 0.4 | 3
O=C(NCc1ccc(F)cc1)[C@@H]1[C@@H](CO)[C@@H]2Cn3c(cccc3=O)[C@H]1N2Cc1cccnc1 | x | -9 | 12 | 0.2 | -1 | -4 | 0.1 | -1
CC1(C)C2CCC1(C)C(NCC(O)COc1ccc(C#N)cc1)C2 (stereo unspecified) | -1 | -7 | 0 | 0.0 | 2 | -1 | -0.1 | -4
CCCNC(=O)N(C)C[C@H]1N[C@@H](CO)[C@@H]1c1ccc(C2=CCCCC2)cc1 | 3 | -3 | 10 | 0.6 | x | 4 | -0.1 | -12
Cc1ccccc1S(=O)(=O)N(C)C[C@@H]1OCc2cnnn2CCCC(=O)N([C@@H](C)CO)C[C@H]1C | 2&1 | 112*! | -11&17 | -0.1&-0.1 | -5&-1 | -7&4 | 0.5 | 2&-2&1
COc1ccccc1NC(=O)CN1C(=O)COc2ccc(S(=O)(=O)N3CCC(C)CC3)cc21 | 0 | -4 | -4 | 0.0 | -2 | x | -0.1 | -2
CCc1nnc(NS(=O)(=O)c2ccc(NC(=O)c3ccc(Br)cc3)cc2)s1 | -4 | -1 | -10 | 0.3 | 0 | -17 | x | -2
O=C(NCCCN1CCOCC1)c1cc(S(=O)(=O)N2CCCCC2)ccc1Cl | -2 | -7 | -14 | 0.0 | -3 | -9 | x | -3
O=C(OCc1nnc(-c2ccccc2Br)o1)c1ccco1 | -26 | 1 | -10 | 0.0 | 3 | -14 | x | 0
CN(CCO)C(=O)c1nc[nH]c1C(=O)N1CCN(c2ccccc2)CC1 | -3 | -2 | -16 | -0.2 | -3 | x | x | x
Cc1noc(C)c1NC(=O)N(C)C[C@@H]1Oc2ccc(NS(=O)(=O)c3ccccc3)cc2CC(=O)N([C@H](C)CO)C[C@@H]1C | 6 | -16 | -7 | 0.1 | -4 | 0 | -1.7 | 4
CN1C(=O)c2cc(NC(=O)Cc3cccs3)ccc2OC[C@@H]2O[C@@H](CC(=O)NCC3CCCCC3)CC[C@@H]21 | 2 | -11 | 2 | 0.1 | -2 | 10 | 0.1 | 2
O=C(N/N=C/c1ccccn1)c1cc(-c2ccc(Cl)cc2)nc2ccccc12 | 7 | 1 | -23 | 0.2 | 1 | -5 | x | x
C[C@@H]1CN([C@H](C)CO)C(=O)Cc2cc(NC(=O)Nc3ccc(F)cc3)ccc2O[C@@H]1CN(C)C(=O)Nc1ccc(F)cc1 | 2 | 5 | 12 | 0.1 | 2 | -6 | -0.3 | -3
COc1cccc(OCC(=O)N(Cc2nc(-c3ccc(Cl)cc3)no2)C(C)C)c1 | 6 | 4 | 10 | 0.1 | 6 | -2 | 0.6 | 4
COc1ccccc1S(=O)(=O)N[C@H]1C=C[C@@H](CC(=O)N2CCCCC2)O[C@@H]1CO | 4 | -6 | 5 | 0.6 | 4 | -5 | -0.1 | -2
COc1ccc(NC(=O)Nc2cccc3c2O[C@@H](CN(C)Cc2ccc(C(=O)O)cc2)[C@@H](C)CN([C@@H](C)CO)C3=O)cc1 | -1 | 2 | -4 | 0.2 | -3 | 4 | -0.2 | 4
CO[C@@H]1CN(C)C(=O)c2ccc(NC(=O)Nc3c(C)noc3C)cc2OC[C@H](C)N(CC2CC2)C[C@H]1C | 2 | 11 | -4 | -0.1 | 0 | 4 | -0.2 | 2
C[C@@H]1CN([C@H](C)CO)C(=O)c2cc(NS(=O)(=O)c3ccccc3)ccc2O[C@@H]1CN(C)C(=O)NC1CCCCC1 | -3 | 8 | -6 | 0.6 | 1 | -6 | 117* | 1
COc1ccccc1C(CNC(=O)c1ccc(NS(=O)(=O)c2ccc(F)c(C)c2)cc1)N1CCCC1 (stereo unspecified) | -4 | -9 | -46 | 0.1 | -3 | -10 | x | 9
COC(=O)[C@H]1[C@H](CO)[C@H]2Cn3c(cccc3=O)[C@H]2N1CC1CCOCC1 | -3 | 67 | -246 | 0.5 | 0 | -16 | -0.3 | -8
CC(C)NC(=O)Nc1ccc2c(c1)C(=O)N([C@@H](C)CO)C[C@@H](C)[C@H](CN(C)Cc1ccc(C(F)(F)F)cc1)OCCCC[C@H](C)O2 | 1 | 28 | 6 | 0.2 | -4 | -4 | x | -5
O=C(c1ccc2c(c1)OCO2)N1CC[C@@H]2[C@H]1c1cc(-c3ccc(F)cc3)ccc1N[C@@H]2CO | 1 | 6 | -121 | 0.0 | 0 | 2 | 0.5 | -5
COc1cc2cc(C(c3nnnn3C3CCCC3)N3CCc4ccccc43)c(=O)[nH]c2cc1OC (stereo unspecified) | 2 | -5 | -42 | x | -2 | x | x | -3
O=C(Cn1ccc(=O)[nH]c1=O)c1ccc([N+](=O)[O-])o1 | 13 | 9 | -14 | -0.1 | 0 | -9 | -0.1 | 6
CCOC(=O)C1=C(c2ccccc2)NC(N)=NC1c1ccc(OCc2ccc(Cl)cc2)c(OC)c1 (stereo unspecified) | 6 | -7 | -9 | -0.1 | 5 | x | 1.2 | x
COc1ccc(OC)c(/C=C/c2c([N+](=O)[O-])c(=O)n(C)c(=O)n2C)c1 | 3 | 26 | -19 | 0.0 | -3 | x | -0.3 | x
CCC(Sc1nc2c(c(=O)n1CC)SC(C)C2)C(=O)OC (stereo unspecified) | 0 | 1 | -13 | 0.1 | 0 | -8 | x | 5
Cc1cc(C(=O)COC(=O)C(C)NC(N)=O)c(C)n1Cc1ccco1 (stereo unspecified) | 6 | 4 | -30 | 0.1 | 1 | x | x | x
COC(=O)N/N=C/c1cc(C)n(-c2ccc(Br)cc2)c1C | x | -2 | -12 | 0.0 | 0 | 4 | x | x
